PLCg1 inh = PLC-gamma1 enzyme inhibitors, primary screen, biochemical, fluorescence, purified enzyme; inhibition, % at 12.2 µM; AID 720700, 2013; fluorogenic substrate; 0.84% of 370,000 active; in the data active = inhibition above about 9.5%
LEDGF integ inh = blockers of LEDGF/p75-dependent integrase strand transfer – biochemical, TR-FRET, high throughput, primary screen. HIV-1 integrase (with human LEDGF/p75). TR-FRET IN-LEDGF/p75 DNA integration, Eu/Cy5. inhibition, % at 3.7 µM. 0.64% of 370,000 active;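 active = inhibition above the screen-wide mean plus 3 SD, cut at about 13% in these data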;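 note: signal is the Cy5 over europium emission ratio at 671 and 618 nm; 0% = plate median of compound wells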
ADAM10 inh = human ADAM10 inhibitors, primary screen, biochemical, QFRET, HTS; AID 720582, 2013; recombinant ADAM10, EDANS/DABCYL FRET peptide cleavage, 3 h; 0.62% of 370,000 active; inhibition, % at 7 µM; Disintegrin and metalloproteinase domain-containing protein 10 (Homo sapiens), O14672;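 active = inhibition above a per-campaign cutoff equal to the mean of compounds falling between control-based bounds plus 3 SD, cut at about 20% in these data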;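 note: 0% = DMSO wells while the 100% control is not disclosed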
proKLK7 act = proKLK7 zymogen activators, primary screen, biochemical, fluorescence intensity; Kallikrein-7 (Homo sapiens), P49862; purified proKLK7, EDANS-DABCYL substrate fluorescence; 100% is mature enzyme control, 0% vehicle; activation, % at 7 µM; 0.9% of 370,000 active;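 active = activation above the mean of all tested compounds plus 3 SD, computed per campaign excluding outliers beyond control limits, cut at about 13% in these data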
Target sequence (P49862 whole entry, looked up): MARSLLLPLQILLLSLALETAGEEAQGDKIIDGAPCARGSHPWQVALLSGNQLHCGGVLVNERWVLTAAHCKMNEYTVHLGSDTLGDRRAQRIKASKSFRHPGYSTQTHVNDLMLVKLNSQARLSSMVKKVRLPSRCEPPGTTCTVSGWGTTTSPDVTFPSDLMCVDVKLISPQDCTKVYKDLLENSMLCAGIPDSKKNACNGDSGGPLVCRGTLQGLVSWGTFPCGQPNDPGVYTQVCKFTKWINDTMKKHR
TDP2 absorb = human TDP2 enzyme inhibitors, primary screen, biochemical, epi absorbance, recombinant enzyme. T5PNP hydrolysis, p-nitrophenol absorbance 415 nm. inhibition, % at 12.8 µM. 0.34% of 370,000 active;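 active = inhibition above the mean of all tested compounds plus 3 SD, set per campaign, cut at about 25% in these data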;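 note: 0% = DMSO with enzyme and 100% = buffer with substrate but no TDP2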
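Incubation: 2 h at 37 °C; Test system: recombinant human TDP2; Quantity: enzyme 120 nM; Read-out basis: percent inhibition; Medium: 50 mM Tris-HCl pH 7.5 with Mg2+, KCl, DTT, BSA; Repeats: single replicate; Compound: 12.8 µM single point, 1% DMSO; Signal: epi absorbance; Reagent: 5 mM T5PNP chromogenic substrate; Benchmarks: no-enzyme high, DMSO-plus-enzyme low.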
Tn6 DDE FP = inhibitors of Tn6 peptide binding to fibrin DD(E), primary screen, biochemical, fluorescence polarization, human fibrin, Tn6 probe; Fibrin DD(E) TRITC-Tn6 fluorescence polarization displacement; inhibition, % at 8.3 µM; 0.21% of 370,000 active; Fibrinogen beta chain (Homo sapiens), P02675;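 active = inhibition above a per-campaign cutoff: mean of compounds within control limits plus 3 SD, cut at about 15% in these data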;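 note: 0% = median of all compound wells on the plate and 100% = blocking peptide control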
ASAP1 GAP inh = inhibitors of human ASAP1 ArfGAP activity, primary screen, biochemical, fluorescence polarization; Arf-GAP with SH3 domain, ANK repeat and PH domain-containing protein 1 (Homo sapiens), …; ASAP1-stimulated ARF1 GTP hydrolysis, GDP FP detection; inhibition, % at 16.5 µM; 0.19% of 360,000 active; AID 624377, 2012; in the data active = inhibition above about 25%;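 note: 0% = vehicle with enzyme and substrate and 100% = no enzyme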
DDE Tn7 FP inh = inhibitors of Tn7 peptide binding to fibrin DD(E), primary screen, biochemical, fluorescence polarization, human fibrin, Tn7 probe; FP displacement of FITC-Tn7 peptide from fibrin DD(E); 0% = median of compound wells per plate; inhibition, % at 8.3 µM; 0.13% of 370,000 active; AID 720508, 2013;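 active = inhibition above the mean of compounds falling within the control limits plus 3 SD of them, cut at about 14% in these data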;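 note: 0% = plate median of compound wells and 100% = 10 µM Aha-Tn7 peptide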
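Assay system: human fibrin DD(E) protein / Input: 2 µM fibrin DD(E) / Benchmarks: high control of 10 µM Aha-Tn7 peptide / Measured by: fluorescence polarization of the labelled Tn7 tracer / Medium: Tris buffer with calcium and detergent, pH 7.8 / Timing: 10 min compound pre-incubation, 3 h probe incubation at room temperature / Repeats: one replicate per compound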
ARFGAP1 inhibitor = inhibitors of rat ARFGAP1 GAP activity, primary screen, biochemical, fluorescence polarization, GDP tracer; Arfgap1-stimulated ARF1 GTP hydrolysis, GDP FP detection; ADP-ribosylation factor GTPase-activating protein 1 (Rattus norvegicus), Q62848; 0.26% of 360,000 active; inhibition, % at 16.5 µM; AID 651572, 2012;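 active = inhibition above a per-plate limit, mean inhibition of low control wells plus 3 SD, cut at about 25% in these data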;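 note: 0% = DMSO wells with enzyme and 100% = wells lacking Arfgap1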
Target sequence (Q62848 1-136 limits assumed): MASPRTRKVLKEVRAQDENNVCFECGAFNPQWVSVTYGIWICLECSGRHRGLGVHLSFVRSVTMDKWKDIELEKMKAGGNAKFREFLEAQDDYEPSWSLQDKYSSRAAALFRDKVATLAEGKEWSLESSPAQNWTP
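Repeats: one replicate per compound; assay system: rat Arfgap1 catalytic domain, aa 1-136; times: enzyme reaction 120 min at 25 °C after 20 min preincubation; detection: FP of antibody-bound GDP Alexa 633 tracer, ex 620/em 688 nm; benchmarks: high control wells lacking Arfgap1, low control full reaction with DMSO; reagent: human ARF1(Δ1-17)-GTP substrate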
ADAM17 inh = ADAM17 inhibitors, primary screen, biochemical, QFRET; Disintegrin and metalloproteinase domain-containing protein 17 (Homo sapiens), P78536; recombinant ADAM17, EDANS/DABCYL FRET peptide cleavage; inhibition, % at 6.95 µM; 0.83% of 370,000 active;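 active = inhibition above the mean of compounds lying between control limits plus 3 SD, set per campaign, cut at about 8.5% in these data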;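 note: 0% = DMSO-only wells as the low control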
Target sequence (P78536 215-824 limits assumed): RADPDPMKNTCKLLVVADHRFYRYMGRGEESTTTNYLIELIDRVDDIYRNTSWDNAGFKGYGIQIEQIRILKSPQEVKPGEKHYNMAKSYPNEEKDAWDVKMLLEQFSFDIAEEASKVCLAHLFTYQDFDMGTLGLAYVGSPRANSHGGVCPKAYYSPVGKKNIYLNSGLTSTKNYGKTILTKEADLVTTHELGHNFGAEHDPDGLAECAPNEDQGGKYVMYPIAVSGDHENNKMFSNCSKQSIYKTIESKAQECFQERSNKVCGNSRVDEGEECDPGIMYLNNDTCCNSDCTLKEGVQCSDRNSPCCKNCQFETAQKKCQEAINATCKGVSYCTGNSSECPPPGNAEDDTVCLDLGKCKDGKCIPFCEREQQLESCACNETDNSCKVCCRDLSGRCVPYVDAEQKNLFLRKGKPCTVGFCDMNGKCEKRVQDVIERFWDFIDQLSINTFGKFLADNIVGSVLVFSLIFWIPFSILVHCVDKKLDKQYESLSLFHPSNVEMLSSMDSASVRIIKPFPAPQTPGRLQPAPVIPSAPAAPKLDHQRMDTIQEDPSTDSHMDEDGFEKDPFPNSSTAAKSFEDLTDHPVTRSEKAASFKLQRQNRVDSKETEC
The depositor's hits bear a star. This is a random part of the collection, and some 4.2% of all compounds hit somewhere here.

smiles,PLCg1 inh,LEDGF integ inh,ADAM10 inh,proKLK7 act,TDP2 absorb,Tn6 DDE FP,ASAP1 GAP inh,DDE Tn7 FP inh,ARFGAP1 inhibitor,ADAM17 inh
CCCc1cc(=O)[nH]c(SCC(=O)N2CCN(S(=O)(=O)c3ccccc3)CC2)n1,3.2,2.6,-1.0,0.1,-5.2,4.0,-2.6,-2.8,7.6,-1.7
O=C(Nc1ccc(CN2CCCCC2)cc1)c1ccc(Br)o1,0.5,0.9,-2.9,-0.1,0.7,3.9,2.1,2.3,6.1,-6.0
Cc1nn(-c2cccc([N+](=O)[O-])c2)c(N)c1-c1ccccc1,2.3,-2.1,-5.2,0.3,1.4,2.0,2.2,0.8,-5.2,-0.9
COc1cccc(OCC(O)CN2CCN(CCO)CC2)c1 (stereo unspecified),0.0,-0.8,9.7,-0.1,-6.4,1.6,-1.3,0.0,9.7,2.5
CC(C)(C)OC(=O)N1CCOCCOCCN(C(=O)OC(C)(C)C)CCOCC1,1.6,0.8,0.2,-0.2,12.4,-1.3,-3.9,-3.2,1.0,-0.8
CCOc1ccc(S(=O)(=O)N2CCC(C(=O)NCc3ccncc3)CC2)cc1C,-0.3,-3.0,-9.4,0.1,7.9,1.6,4.2,-4.8,-3.8,-1.8
COc1ccccc1Cn1c(=O)oc2ccccc21,3.9,1.2,2.0,0.5,-6.5,1.4,5.8,-5.6,-7.5,-2.0
CC(=O)c1cccc(Nc2nc(-c3sc(N)nc3C)cs2)c1,-11.0,4.2,-0.9,0.1,6.6,4.3,-1.9,7.7,-12.2,-0.9
COc1ccccc1NC(=O)Nc1nc(CC(=O)N2CCN(c3ccc(F)cc3)CC2)cs1,2.0,-2.1,5.0,0.0,-10.3,-4.4,6.6,-3.1,11.2,9.8*
CC(=O)Nc1ccc(NC(=O)CSc2ccc3nnc(CCNS(=O)(=O)c4ccc(C)cc4)n3n2)cc1,3.2,-2.1,-36.0,0.4,-0.8,0.3,18.5,-2.4,0.3,-2.0
Cc1ccc(C(=O)NC(C)c2ccccc2)o1 (stereo unspecified),-1.1,0.4,-1.7,0.5,1.1,-3.3,6.7,0.0,4.3,-4.9
CCc1ccc(-c2nc(CCl)cs2)cc1,-1.1,0.8,3.7,0.0,-5.8,9.6,-8.3,-2.1,8.7,2.0
NC(=O)CC(NC(=O)c1ccccc1)c1ccc(NCCc2ccc(Cl)cc2)c([N+](=O)[O-])c1 (stereo unspecified),0.4,0.2,-2.3,0.2,-5.6,-0.3,-4.1,9.1,3.1,-1.3
Cc1ccc2c(c1)-c1[nH]c(=S)ncc1CS2,-7.1,-2.5,-9.6,1.7,-1.8,-0.2,-1.2,1.8,5.1,-3.6
Cc1csc2nc(COC(=O)CNC(=O)c3ccc(Cl)cc3)cc(=O)n12,-8.9,-4.0,-102.9,0.7,-1.5,-0.2,-17.4,7.3,4.8,-32.6
COc1nccnc1NS(=O)(=O)c1ccc(N=Cc2c(C)[nH]n(-c3ccc(C)c(C)c3)c2=O)cc1,2.5,-2.1,2.3,1.0,20.5,1.6,5.5,3.6,16.2,-4.4
CCOCC(=O)Nc1nnc(SCCOC)s1,-1.6,-2.2,0.8,0.1,-1.6,3.4,-5.2,0.2,-3.1,-3.9
Cc1ccccc1/C=C1\SC(=S)N(/N=C/c2cc([N+](=O)[O-])ccc2O)C1=O,-82.5,-5.1,3.6,0.6,3.4,-1.7,3.5,6.3,-1.3,-2.5
O=C1CC/C=C\C[C@@H](CC(=O)N(CCO)Cc2ccccc2)C(=O)NCCO1,1.8,1.0,-0.9,-0.1,7.3,1.4,7.8,-4.0,2.1,-3.3
O=C(NNC(=O)c1ccc(NC(=O)c2ccccc2)cc1)c1ccccc1,-0.1,1.4,-9.5,0.8,-0.5,-5.1,7.0,0.9,-2.6,-4.1
O=C(COC(=O)/C=C/c1ccc([N+](=O)[O-])cc1)Nc1ccc(F)cc1,1.7,-3.5,-5.6,0.2,-7.7,3.0,-0.7,-0.7,-1.3,-0.8
CC1(C)CC(=O)N(CC(=O)NCc2ccc(F)cc2)c2ccccc2S1(=O)=O,1.1,-1.1,-11.8,0.1,-5.4,4.2,-4.7,0.3,-3.1,0.1
COc1ccc(OC)c(NC(=O)CCNC(=O)Cn2cnc3ccccc3c2=O)c1,0.4,6.4,-5.1,0.8,-2.9,-3.5,1.0,-6.7,-8.1,-2.5
CCOC(=O)c1ccc(NC(=S)N2CCN(Cc3ccccc3)CC2)cc1,4.8,-1.9,-1.2,-0.1,-11.5,1.4,-2.2,2.3,2.8,1.4
C=CCc1ccc(OCC(O)COCC)c(OC)c1 (stereo unspecified),-1.2,-3.8,-3.3,0.3,-1.9,11.0,-0.4,2.7,-8.2,-3.1
CS(=O)(=O)c1ccc2nc(NC(=O)c3cccc(NS(=O)(=O)c4ccc(F)c(F)c4)c3)sc2c1,-157.5,1.0,-7.8,0.3,12.0,-14.8,6.9,-2.0,8.5,0.3
CCC(=O)N1CCc2cc(S(=O)(=O)NCCC(=O)N3CCN(Cc4ccccc4)CC3)ccc21,2.3,-0.4,1.1,-0.3,2.2,14.7,4.8,2.1,-8.6,4.2
COc1ccccc1-c1cc(C(=O)N2CCOCC2)no1,4.4,2.7,15.7,0.4,-5.0,1.3,-11.0,5.4,-12.3,1.2
CC(C)CN1C(=O)NC(NC(=O)c2cccnc2)(C(F)(F)F)C1=O (stereo unspecified),10.8*,4.8,16.2,-0.5,-21.6,-3.9,3.5,-0.4,3.4,5.9
COc1ccc(OC)c(C2NC(=O)NC(C)=C2C(=O)Nc2ccc(C)cc2C)c1 (stereo unspecified),9.4,3.6,6.7,-0.4,-3.6,-5.0,-9.3,-6.0,-1.4,2.9
CC12Cc3ccc4ccccc4c3C=C1C[N+](C)(C)C2 (stereo unspecified),-2.7,-0.7,-19.4,-1.0,-0.5,1.0,5.1,3.3,17.2,-7.2
CC(Cc1cccs1)NC(=O)Nc1ccc([N+](=O)[O-])cc1 (stereo unspecified),5.5,0.0,15.2,0.1,-8.0,-1.9,3.9,0.1,-3.9,5.2

Complete entries, looked up by structure. Order of values: PLCg1 inh	LEDGF integ inh	ADAM10 inh	proKLK7 act	TDP2 absorb	Tn6 DDE FP	ASAP1 GAP inh	DDE Tn7 FP inh	ARFGAP1 inhibitor	ADAM17 inh
CCC(=O)N1CCc2cc(S(=O)(=O)NCCC(=O)N3CCN(Cc4ccccc4)CC3)ccc21 reads 2.3	-0.4	1.1	-0.3	2.2	14.7	4.8	2.1	-8.6	4.2
COc1ccccc1-c1cc(C(=O)N2CCOCC2)no1 reads 4.4	2.7	15.7	0.4	-5.0	1.3	-11.0	5.4	-12.3	1.2

(cont.)
smiles,PLCg1 inh,LEDGF integ inh,ADAM10 inh,proKLK7 act,TDP2 absorb,Tn6 DDE FP,ASAP1 GAP inh,DDE Tn7 FP inh,ARFGAP1 inhibitor,ADAM17 inh
CCN(CC)C(=O)[C@H]1C[C@@H]2[C@H](C[C@@H](c3ccccc3)[C@H]1C)N(c1ccc(F)cc1)C(=O)N2C/C=C(\C)CCC=C(C)C,5.6,-0.3,-10.1,0.3,-5.7,-10.8,-7.9,-4.2,3.5,0.8
COc1ccc(-c2csc(N)n2)cc1F,-1.8,-1.0,-5.4,-0.1,-0.1,-2.6,5.3,5.2,6.1,2.9
COc1ccc(-c2cn(Cc3ccc(C(=O)c4ccccc4)cc3)nn2)cc1,0.0,1.0,1.9,-0.1,-1.0,6.2,3.4,2.4,-2.5,-3.2
O=C(CN1C(=O)NC2(CCCCCC2)C1=O)NCc1ccc(F)cc1,1.2,1.2,-9.2,-0.4,7.9,4.5,3.8,-0.6,-2.2,-1.8
CCc1nnc2n1N=C(c1ccc(OC)cc1)CS2,5.9,2.8,7.7,0.3,10.7,10.2,-7.0,-1.3,-2.7,0.3
CNC(=O)c1ccc(OCc2ccccc2)c(OC)c1,1.7,0.0,3.4,0.1,3.5,1.9,4.8,-0.5,-9.1,-2.2
Cc1c(/C=N/O)sc2ccccc12,1.3,-0.8,-2.9,0.8,-9.6,-6.8,-3.5,8.1,-0.1,0.5
CCOc1nsc(OCC)n1,-2.1,-3.2,2.8,-0.1,5.1,8.8,-5.2,-2.5,-4.2,-1.0
COC(=O)[C@]1(C)N[C@H](c2ccc(-c3cccc(Cl)c3)c(OC)c2)[C@@H]2C(=O)N(C)C(=O)[C@@H]21,-6.0,-0.8,-34.7,-0.6,3.5,7.4,0.4,5.5,0.1,-10.0
C=CCn1c(SCC(=O)Nc2ncc(Cc3ccc(C)c(Cl)c3)s2)nnc1-c1ccncc1,-1.0,-5.5,-8.9,0.5,5.2,-4.5,13.6,1.6,4.5,0.5
CCC(CC)C(=O)N(C)c1c(C)nc2c(OCc3ccccc3C)cccn12,2.5,2.8,-10.6,-0.5,-6.9,0.2,0.5,2.4,8.0,-1.2
COc1cccc(/C=N/Nc2ncc(C(F)(F)F)cc2Cl)c1O,-5.5,-7.5,12.2,0.2,-0.6,-0.6,3.3,-0.6,6.3,8.2
CC(=O)c1ccc(NC(=O)CC(C)S(=O)(=O)c2ccc3c(c2)CCN3C(C)=O)cc1 (stereo unspecified),9.2,-1.6,8.4,-0.1,-4.6,-6.0,-15.4,2.4,-1.8,-0.1
Nc1ccc(C(=O)OCCCc2nc3ccccc3[nH]2)cc1,2.0,1.8,3.5,-0.1,-3.0,3.1,-4.8,-8.0,17.1,-1.4
Cc1onc(-c2ccc(Cl)cc2)c1-c1ccnn1S(=O)(=O)c1cccc(C(F)(F)F)c1,0.8,-5.4,15.0,0.6,-9.4,5.1,1.8,6.4,4.6,2.8
CCNC(=O)/C(C#N)=C/c1c(N2CCN(C)CC2)nc2c(C)cccn2c1=O,-49.9,0.5,-355.0,0.1,-2.0,2.8,2.5,3.6,-2.6,-130.9

Screening results deposited in PubChem BioAssay by The Scripps Research Institute Molecular Screening Center.
